# High-throughput results (PubChem)
# TNAP act hi DEA – TNAP activators at high phosphate acceptor level, primary screen, biochemical, luminescence, uHTS; Alkaline phosphatase, tissue-nonspecific isozyme (Homo sapiens), P05186; purified TNAP, CDP-star luminescence, 1 M DEA, 30 min; hits give high values; 0 = EDTA background, 1 = DMSO-only activity; activation factor at 20 µM; 200,000 tested, under 10 active; AID 1136, 2008;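 active = activation factor at least 2 at 20 µM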
# Target sequence (P05186 whole entry, looked up): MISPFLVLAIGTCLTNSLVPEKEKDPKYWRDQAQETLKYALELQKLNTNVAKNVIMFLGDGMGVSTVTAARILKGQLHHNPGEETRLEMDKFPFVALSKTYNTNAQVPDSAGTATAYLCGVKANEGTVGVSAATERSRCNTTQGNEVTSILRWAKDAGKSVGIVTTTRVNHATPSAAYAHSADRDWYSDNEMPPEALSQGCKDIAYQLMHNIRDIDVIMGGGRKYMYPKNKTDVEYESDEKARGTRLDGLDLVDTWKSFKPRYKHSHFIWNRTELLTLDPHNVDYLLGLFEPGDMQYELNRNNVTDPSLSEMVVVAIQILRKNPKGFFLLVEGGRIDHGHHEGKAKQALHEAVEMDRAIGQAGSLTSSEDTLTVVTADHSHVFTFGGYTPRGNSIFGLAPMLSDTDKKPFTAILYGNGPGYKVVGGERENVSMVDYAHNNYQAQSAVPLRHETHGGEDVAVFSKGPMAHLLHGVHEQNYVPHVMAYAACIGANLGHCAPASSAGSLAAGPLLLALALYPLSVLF
#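 Dosing: 20 µM single point. System: human TNAP. Amount: TNAP 1/800 final. Incubation: 30 min, room temperature. Read-out: TNAP activation factor scaled between EDTA and DMSO control wells. Signal: luminescence from CDP-star hydrolysis. Medium: 1 M DEA, pH 9.8, Mg2+, Zn2+. Control set: EDTA negative control, DMSO positive control.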
# PMI act hi M6P – human PMI activators, high substrate, primary screen, biochemical, fluorescence intensity, near-saturating mannose 6-phosphate; activation factor at 20 µM; coupled PMI enzyme assay, resazurin fluorescence, 20 min; hits give high values; 1 = untreated enzyme, 0 = substrate-free blank; Mannose-6-phosphate isomerase (Homo sapiens), P34949; 0.34% of 190,000 active; AID 1216, 2008;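 active = activation factor of 2 or more at 20 µM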
#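 Test system: human phosphomannose isomerase with PGI, G6PDH, diaphorase coupling enzymes / Doses: 20 µM compound, 1% DMSO / Times: enzyme reaction with compound 20 min at room temperature / Measured by: Diaphorase-driven resazurin-to-resorufin fluorescence, excitation 544, emission 590 nm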
# FLuc inhib CS – firefly luciferase enzyme inhibitors, primary screen, artefact control for luciferase-based inhibitor screens, biochemical, luminescence, ATPLite | 10 min | inhibition, % at 10 µM | 1.5% of 200,000 active;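 active = inhibition above about 50% when tested at 10 µM, limit read from the data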
# Target sequence (P08659 whole entry, looked up): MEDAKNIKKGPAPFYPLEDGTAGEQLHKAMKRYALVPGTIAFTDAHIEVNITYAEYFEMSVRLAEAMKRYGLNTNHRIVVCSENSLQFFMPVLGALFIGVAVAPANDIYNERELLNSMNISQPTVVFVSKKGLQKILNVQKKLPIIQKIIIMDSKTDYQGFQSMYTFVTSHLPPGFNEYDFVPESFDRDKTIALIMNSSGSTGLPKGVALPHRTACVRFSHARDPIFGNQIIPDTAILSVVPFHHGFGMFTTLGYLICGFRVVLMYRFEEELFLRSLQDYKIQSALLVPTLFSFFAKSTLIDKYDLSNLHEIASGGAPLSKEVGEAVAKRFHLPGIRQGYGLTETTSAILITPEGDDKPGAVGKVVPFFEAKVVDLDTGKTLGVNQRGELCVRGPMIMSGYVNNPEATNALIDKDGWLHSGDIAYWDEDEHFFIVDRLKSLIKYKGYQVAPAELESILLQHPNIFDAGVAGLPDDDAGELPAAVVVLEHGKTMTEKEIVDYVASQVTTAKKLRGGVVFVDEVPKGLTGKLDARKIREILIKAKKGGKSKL
# FLuc act counter – FLuc activators, initial screening, artefact control for FLuc-dependent activation tests, biochemical, ATPlite luminescence. activation factor at 10 µM. ATPlite luciferase biochemical, 10 min; 0 = ATP-free wells, 1 = DMSO control. 200,000 tested, under 10 active. Luciferin 4-monooxygenase (Photinus pyralis), P08659;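 active = luciferase activation factor, scaled between plate controls, of at least 2 with compound at 10 µM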
#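 Material: Luciferase/luciferin reagent mix; Doses: test compounds dosed from 2 mM stocks in 100% DMSO; Schedule: 10 min incubation after luciferase reagent addition, room temperature; Measured by: luminescence from luciferase reaction; Read-out: luminescence gain marking luciferase activators.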
# bIAP activator – bovine intestinal alkaline phosphatase activators, primary screen, biochemical, bovine IAP, CDP-star luminescence; alkaline phosphatase, intestinal [Bos taurus]; purified bovine IAP, 30 min; hits give high values; fold of DMSO-control signal, blank-subtracted; activation factor at 20 µM; 0.17% of 200,000 active; AID 1016, 2008;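 active = activation factor of 2 or more at 20 µM, a signal rise over negative controls twice the positive control's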
# APP 5'UTR act – activators of APP 5'UTR luciferase reporter, primary screen, SH-SY5Y cells. SH-SY5Y APP 5'UTR luciferase reporter, luminescence; zero percent = DMSO vehicle wells. activation, % at 2 µM. 1% of 190,000 active;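 active = activation above a set limit, based on mean plus 3 SD of controls, cut at about 140% in these data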; note: values of inactives mirror those of a sister screen read the other way
# TNAP inh hi DEA – human TNAP enzyme inhibitors, primary screen, biochemical, luminescent, high phosphate acceptor level, uHTS | Alkaline phosphatase, tissue-nonspecific isozyme (Homo sapiens), P05186 | purified TNAP, CDP-star luminescence, 1 M DEA | inhibition, % at 20 µM | 0.03% of 200,000 active;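 active = over 50% inhibition of tissue-nonspecific alkaline phosphatase at 20 µM in the single-dose screen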;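 note: plate controls were DMSO wells for no effect and EDTA-quenched wells as full inhibition for full effect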
# PMI act – activators of human PMI, primary screen, biochemical, fluorescence intensity, near-Km mannose 6-phosphate | Mannose-6-phosphate isomerase (Homo sapiens), P34949 | activation factor at 20 µM | AID 1214, 2008 | 0.005% of 190,000 active | purified human PMI, coupled resazurin fluorescence, 20 min; hits give high values; 1 = vehicle control, 0 substrate-free wells;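 active = activation factor of 2 or more at 20 µM, relative to plate controls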
# NF-kB expr up – activators of NF-kB expression in neurons, primary screen, cell-based, HTS; human neuronal cells, NF-kB reporter expression; hits give high values; fold change at 12.5 µM; 1.6% of 190,000 active; in the data active = fold change above about 3.3
# TNAP inh noacc – human TNAP enzyme inhibitors, primary screen, biochemical, luminescent, no phosphate acceptor, uHTS; inhibition, % at 20 µM; Alkaline phosphatase, tissue-nonspecific isozyme (Homo sapiens), P05186; 0.26% of 200,000 active; purified TNAP, CDP-star luminescence, 30 min;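 active = tissue-nonspecific alkaline phosphatase inhibition above about 50% at 20 µM in the single-dose screen, limit read from the data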;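 note: 0% = DMSO negative control and 100% = EDTA positive control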
# The depositor's hits bear a star; · = no result given.
SMILES,TNAP act hi DEA,PMI act hi M6P,FLuc inhib CS,FLuc act counter,bIAP activator,APP 5'UTR act,TNAP inh hi DEA,PMI act,NF-kB expr up,TNAP inh noacc
Cc1ccc(-c2noc(CCCc3ccccc3)n2)cc1,1.1,0.9,2,1,0.9,-2,-6,0.8,1.8,-8
CCNC(=O)c1c(NC(C)=O)sc2c1CCCC2,1.1,0.9,-4,1,0.9,5,-6,0.9,1.4,-9
O=C1C=CN(C(=O)Oc2ccccc2)CC1,1,1,-3,1,1.1,3,4,0.9,1.1,-12
O=C(C1CCN(S(=O)(=O)c2cnc[nH]2)CC1)N1CCN(c2ncccn2)CC1,1,1,-5,1.1,1,-6,-4,1,1.4,-11
N#Cc1cc(C(=O)c2cc(Br)ccc2O)cn(Cc2ccccc2)c1=O,1,1.1,-6,1.1,1,2,-1,1.2,0.85,-36
N#CC(C(=O)C1CCCCC1)c1nc2ccccc2[nH]1 (stereo not given),1,1,-2,1,0.8,7,-3,1,0.98,-11
CCC(Sc1nncn1C)C(=O)Nc1nnc(-c2ccc(Cl)cc2)s1 (stereo not given),1,1,15,0.9,1,-5,2,0.9,1.1,-4
COc1ccc(CCNC(=O)CCC(=O)Nc2nnc(C(C)C)s2)cc1OC,1,1,-3,1,0.6,0,-2,1,1.1,-18
COc1ccccc1OCC(=O)OCn1c(SC)nnc(C)c1=O,1.1,1,-4,1,1,1,-7,1,1.1,-13
COc1ccc(/C=N/NC(=S)NCc2ccccc2)cc1OC,1,1,-7,1.1,1,-23,-2,1,1.3,-23
CC(C)CCCCCCNC(=S)Nc1ccc(S(=O)(=O)N2CCOCC2)cc1,1.1,1,-5,1.1,0.9,-1,-6,1,0.74,-39
Cc1ccc(/C=N/n2cc(-c3ccccc3)[nH]c2=S)s1,0.9,1,9,0.9,0.7,23,9,1,1.6,17
Cc1ccc(C(=O)N2CCN(c3ccc(NC(=S)NC(=O)c4cccs4)cc3)CC2)cc1,1,0.9,-5,1,0.9,14,1,0.9,0.59,-4
C=CCNCCOc1ccccc1-c1ccccc1,1,1,-8,1.1,1,5,-4,1.1,1.1,-21
CC(=O)Nc1nnc(C)s1,1,1.1,1,1,0.9,-10,0,1.1,1.1,-8
Cc1ccc(C(OC(=O)c2ccco2)C(=O)NCc2cccs2)cc1 (stereo not given),1,0.9,-5,1,0.8,-6,0,1,1.1,-10
O=C(COC(=O)/C=C/c1ccc(F)cc1)NCc1ccco1,1.1,1,-2,1,1,23,-8,0.9,0.97,-13
O=c1c2cnn(-c3ccc(F)cc3)c2ncn1Cc1ccccc1,1.1,1.1,-2,1,0.9,-4,-6,1.1,1,-7
CCOC(=O)c1ccccc1Oc1c(F)c(F)nc(NCCO)c1F,1.1,0.7,-4,1,1,7,-7,0.8,1,-11
CCNC(=O)NC(=O)COC(=O)CCCc1nc2ccccc2s1,1,0.9,8,0.9,1.1,4,-2,1.1,1.1,0
CCC(C)(C)n1nnnc1C(c1cc2cc(C)cc(C)c2[nH]c1=O)N1CCCC1 (stereo not given),1,1.8,-2,1,1,-19,-4,1.4,0.91,-6
Cc1ccc2cc(CN(CC3CCCO3)C(=O)NC3CCCCC3)c(=O)[nH]c2c1C (stereo not given),1,1,-3,1,1.1,0,-2,1,0.86,-7
CCOc1ccc(/C=N/OCC(=O)Nc2ccc3c(c2)OCO3)cc1,1.1,0.9,-3,1,0.9,12,-6,1,1,-20
Cn1nc(CC(=O)NC2CCCCC2)c2ccccc2c1=O,1,1.1,-4,1,0.9,1,-5,1.1,0.88,-10
O=C(CCCc1ccccc1)c1ccc2c(c1)OCCO2,1,0.9,95*,0,1,·,-3,0.9,0.69,-10
Cn1c2ccccc2c2nnc(SCC(=O)NCc3ccoc3)nc21,1,0.9,-1,1,1.1,3,-1,1,1.3,-6
O=C(CSc1ncnc2c1cnn2-c1ccccc1Cl)N1CCN(C(=O)c2ccco2)CC1,1,1,-10,1.1,1,6,-4,1,0.77,2
O=[N+]([O-])c1cc(-c2n(-c3ccccn3)c3ccccc3[n+]2-c2ccccn2)ccc1Cl,1.1,1.1,-5,1.1,1,-4,-5,1.1,0.99,-14
OCC1(Cc2ccccc2)CCN(CCCC2CCCC2)CC1,1,1,-4,1,1,3,0,1,0.78,0
O=C(CCn1c(=O)oc2ccccc21)N1CCN(C(c2ccccc2)c2ccccc2)CC1,1.1,1,-5,1,1.1,-2,-10,1,0.8,-1
COc1ccc(C2C(C(=O)Nc3cccc(C)n3)CCC(=O)N2c2ccc(OC)cc2)cc1 (stereo not given),1,1.1,-1,1,1.1,2,-1,1,1,-9
O=c1[nH][nH]cc1C=Nc1ccccc1Cl,1,1.1,14,0.9,1.1,-3,2,1.1,1.1,-2
COc1cc(Cl)c(C)cc1NC(=O)CSc1nnc(CCC(=O)O)c(=O)[nH]1,1,0.9,-8,1.1,1.3,13,-5,1,0.89,-8
c1ccc2cc3[nH]c(CN4CCCCC4)nc3cc2c1,1.1,0.9,4,1,1.1,42,-5,1,1.6,-18
COc1cc(CNC(=O)CCCC/C=C\C(C)C)ccc1O,1.1,1,-4,1,0.9,·,-11,1,·,-11
O=C(CCC(=O)Nc1ccccc1Cl)NNC(=O)c1ccccc1[N+](=O)[O-],1.1,0.9,-2,1,1.5,23,-6,1.1,1,-5
CSc1ccccc1NC(=O)c1cnc2n(c1=O)CCS2,1,1,-5,1,0.9,-7,-4,1,1.2,-10
CCCCOC(=O)Nc1ccc(OC)cc1S(=O)(=O)N1CCOCC1,1,0.9,-3,1,1,-2,-1,0.9,0.97,-3
O=C(O)CCCN1C(=O)NC2NC(=O)NC21 (stereo not given),1.1,1,-2,1,0.9,8,-5,0.9,0.86,-11
O=C(COc1ccc(C(=S)N2CCOCC2)cc1)N1CCCC1,1,1,-3,1,0.9,-7,-5,0.9,1.2,-10

# Copied from the listing (3 entries):
SMILES,TNAP act hi DEA,PMI act hi M6P,FLuc inhib CS,FLuc act counter,bIAP activator,APP 5'UTR act,TNAP inh hi DEA,PMI act,NF-kB expr up,TNAP inh noacc
COc1ccc(C2C(C(=O)Nc3cccc(C)n3)CCC(=O)N2c2ccc(OC)cc2)cc1 (stereo not given),1,1.1,-1,1,1.1,2,-1,1,1,-9
O=c1[nH][nH]cc1C=Nc1ccccc1Cl,1,1.1,14,0.9,1.1,-3,2,1.1,1.1,-2
COc1cc(Cl)c(C)cc1NC(=O)CSc1nnc(CCC(=O)O)c(=O)[nH]1,1,0.9,-8,1.1,1.3,13,-5,1,0.89,-8

# Continued.
SMILES,TNAP act hi DEA,PMI act hi M6P,FLuc inhib CS,FLuc act counter,bIAP activator,APP 5'UTR act,TNAP inh hi DEA,PMI act,NF-kB expr up,TNAP inh noacc
Cc1ccc(NS(=O)(=O)c2cn(C)cn2)cc1,1,1,-5,1,1,10,-2,1.1,0.96,-12
COc1ccc(CNC(=O)CN2CCC(n3nnc4cc(F)ccc43)CC2)cc1,1.1,0.9,-7,1.1,0.9,-11,-9,0.9,1,-13
O=C(CSc1nc2ccccc2[nH]1)Nc1ccc2c(c1)CCC2,1.1,1.1,-6,1.1,1,21,-9,1,1.1,-5
CCOP(=O)(OCC)c1nc(-c2ccccc2Cl)oc1N1CCOCC1,1,0.9,-4,1,1.3,4,-2,1,0.91,-9
NNc1ccc(Cc2ccc(Cl)cc2Cl)nn1,1,1.2,-2,1,1,-1,-3,1.2,1,7
Cc1ccc(C(=O)c2cc([N+](=O)[O-])ccc2N2CCCCC2)cc1,0.9,0.9,-7,1.1,1,·,6,0.9,1.2,-10
O=c1c2c3nc4ccccc4nc3n(/N=C/c3cccs3)c2ncn1-c1ccccc1,1,1,-8,1.1,0.9,·,-1,0.9,·,-12
COC(=O)[C@@H](NC(=O)NC1CCCc2ccccc21)C(C)C (stereo not given in full),1,0.9,-4,1,1,-9,-2,1,1,-7
O=C(c1ccc(Br)cc1)N1CCCC1,1,0.9,-7,1.1,0.9,6,-2,0.9,1.1,-13
Cc1sc2ncnc(OCC(=O)N3CCN(S(=O)(=O)c4ccccc4)CC3)c2c1C,1,1.2,-1,1,1,4,0,1.1,0.69,-5
CCn1cc(C(=O)NCCc2ccccc2)c(=O)c2cc(S(=O)(=O)N3CCCC3)ccc21,1,1.1,-3,1,0.9,-18,1,1,0.75,-4
CC(C)NC(=O)c1nc2ccccc2s1,1,1,-2,1,0.8,21,-3,0.9,1.3,-14
N/C(=N\OC(=O)COc1ccc2ccccc2c1Br)c1ccccn1,1,0.9,4,1,1.1,67,1,1,·,0
COc1cc(CC(=O)NCC2COc3ccccc3O2)cc(OC)c1OC (stereo not given),1.1,0.9,-6,1.1,0.9,10,-7,0.9,0.95,-6
CN1CCCC(C(=O)C(C#N)c2ccccc2)C1 (stereo not given),1,1,-7,1.1,0.9,-4,-3,1,1.2,-2
COc1ccc(OC(=O)c2cnn(-c3ccccc3)c2C)cc1,1,1,13,0.9,0.9,106,4,1,5.9*,-3
CCN(CC)c1ccc(/C=N/n2c(C)cc(C)cc2=O)cc1,1.1,1.1,0,1,1,-12,-10,1.1,1.4,-13
CC(C)(C)c1ccc(C(=O)Nc2cccc([N+](=O)[O-])c2)cc1,1,1,72*,0.3,0.9,137*,4,1,7.6*,1

# One compound at a time, from the list above. Order of screens: TNAP act hi DEA | PMI act hi M6P | FLuc inhib CS | FLuc act counter | bIAP activator | APP 5'UTR act | TNAP inh hi DEA | PMI act | NF-kB expr up | TNAP inh noacc
# Shown for CC(C)(C)c1ccc(C(=O)Nc2cccc([N+](=O)[O-])c2)cc1 = 1 | 1 | 72* | 0.3 | 0.9 | 137* | 4 | 1 | 7.6* | 1
# Shown for COc1cc(CC(=O)NCC2COc3ccccc3O2)cc(OC)c1OC (stereo not given) = 1.1 | 0.9 | -6 | 1.1 | 0.9 | 10 | -7 | 0.9 | 0.95 | -6
# Shown for COc1ccc(OC(=O)c2cnn(-c3ccccc3)c2C)cc1 = 1 | 1 | 13 | 0.9 | 0.9 | 106 | 4 | 1 | 5.9* | -3
# Shown for N/C(=N\OC(=O)COc1ccc2ccccc2c1Br)c1ccccn1 = 1 | 0.9 | 4 | 1 | 1.1 | 67 | 1 | 1 | · | 0
# Shown for CN1CCCC(C(=O)C(C#N)c2ccccc2)C1 (stereo not given) = 1 | 1 | -7 | 1.1 | 0.9 | -4 | -3 | 1 | 1.2 | -2
